Bioassay records (PubChem BioAssay)
phage Ecoli inh: growth loss of phage-infected E. coli, primary screen, RecBCD inhibitor project, absorbance, with phage, HTS. inhibition, % at 11.9 µM. AID 651602, 2012. 360,000 compounds, 0.26% hits; in the data active means inhibition above about 11%
CDK5 inh: inhibitors of human CDK5/p35 kinase, primary screen, biochemical, single concentration; Cyclin-dependent kinase 5 (Homo sapiens) + Cyclin-dependent kinase 5 activator 1 (Homo …; Recombinant CDK5/p35, ADP-Glo luminescence, 60 min; inhibition, % at 10 µM; 330,000 compounds, 0.01% hits;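 active means highest replicate inhibition of at least 50% and at least 75% of replicates reaching 50%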;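 further: plate controls were DMSO neutral control for no effect and GW8510 at 10 µM for full effect; many of its hits are not listed in these tables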
PKA-R1A act: activators of PKA-R1A holoenzyme, primary screen, biochemical, fluorescence polarization, Cy5-IP20, bovine R1A, mouse PKAc; AID 504707, 2011; activation, % at 11.4 µM; 340,000 compounds, 0.083% hits; PKA-R1A dissociation; scaled: DMSO 0%, 113 µM cGMP 100%; cAMP-dependent protein kinase type I-alpha regulatory subunit (Bos taurus) + …;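 active means percent activation above the mean of all tested compounds plus 3 SD, cut at about 19% in these data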;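 further: higher means more PKAc released from R1A so a rise in polarization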
E coli growth: E. coli V3065 growth inhibition, primary screen, counter-screen for AddAB inhibitor project, absorbance, OD600 | 18 h | inhibition, % at 11.9 µM | 330,000 compounds, 0.27% hits;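 active means inhibition above the campaign's mean inhibition across all tested compounds plus 3 SD, cut at about 9.9% in these data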;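 further: uninfected addAB+ strain grown without phage in ampicillin broth; 0% = DMSO wells and 100% = ciprofloxacin 0.95 µg/ml wells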
AddAB inh: growth inhibition of E. coli expressing H. pylori AddAB, primary screen, AddAB inhibitor project, absorbance; inhibition, % at 11.9 µM; 330,000 compounds, 0.29% hits; AID 435030, 2010; in the data active means inhibition above about 12%;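 further: 0% = vehicle wells of infected cells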
HTR5A inv ctr: HTR5A inverse agonists in luminescence cell assay, primary screen, counter-screen for OPRM1-OPRD1 heterodimer inverse agonist project, full-deck HTS. HTR5A cell line, inverse agonism. 5-hydroxytryptamine receptor 5A (Homo sapiens), P47898. 340,000 compounds, 0.083% hits. AID 504634, 2011. inhibition, % at 9.3 µM; in the data active means inhibition mostly above about 23%, no sharp cut-off; inactive means mostly below about 18%;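 further: 0% = cells with DMSO and 100% = no-cell wells with DMSO; some compounds called inactive have numbers as strong as hits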
Target sequence (P47898 whole entry, looked up): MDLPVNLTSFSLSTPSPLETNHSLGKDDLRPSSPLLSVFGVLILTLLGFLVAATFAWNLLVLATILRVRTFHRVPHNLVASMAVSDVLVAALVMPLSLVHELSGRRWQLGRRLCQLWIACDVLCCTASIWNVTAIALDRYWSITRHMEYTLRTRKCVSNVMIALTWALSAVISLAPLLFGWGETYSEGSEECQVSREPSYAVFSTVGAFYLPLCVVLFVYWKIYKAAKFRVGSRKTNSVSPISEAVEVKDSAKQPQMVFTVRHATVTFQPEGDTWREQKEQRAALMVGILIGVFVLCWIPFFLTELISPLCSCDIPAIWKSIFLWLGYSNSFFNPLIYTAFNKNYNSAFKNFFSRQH
DAGLB inhibitor: DAGLB lipase inhibitors, primary screen, biochemical, fluorescence, HTS | AID 504411, 2011 | HEK293T DAGLB membrane lysate, EnzChek fluorogenic substrate | 340,000 compounds, 0.059% hits | inhibition, % at 5.17 µM; in the data active means inhibition above about 34%;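 further: 0% = enzyme with vehicle and 100% = wells lacking enzyme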
Tat transport: E. coli Tat export inhibitors, primary screen, MC4100, TorA-mCherry reporter, fluorescence, single point. AID 488895, 2010. inhibition, % at 10 µM. 340,000 compounds, 0.036% hits;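 active means mean replicate inhibition at least 50% and at least half of replicates individually reaching 50%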;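 further: exported cargo escapes ClpAP degradation while cytoplasmic cargo is degraded and loses fluorescence; 0% = median of neutral control wells and 100% = median of NaSCN control wells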
Mot1-301 SUMO: yeast Mot1-301 growth rescue at high temperature, primary screen, SUMOylation pathway inhibitor project, S. cerevisiae, ATP luminescence, 38.5C | S. cerevisiae Mot1-301 growth rescue; percent above DMSO median, 100 means doubled | growth rescue, % at 18.8 µM | 320,000 compounds, 1% hits;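 active means every valid replicate shows activation above 250% relative to neutral control wells; inactive means the rest, any valid replicate at or below 250%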;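 further: OY570 slx delta 5 strain wells were the positive control but not used for scaling; some compounds called inactive have numbers as strong as hits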
PKA-R2B activ: activators of PKA-R2B holoenzyme, primary screen, biochemical, fluorescence polarization, Cy5-IP20, human. PKA-R2B holoenzyme dissociation; R2B truncated from residue 108, S112A mutant; 0% DMSO only, 100% 113 µM cGMP. activation, % at 11.4 µM. 340,000 compounds, 0.079% hits. AID 504700, 2011;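 active means activation above a cutoff set at the mean over all compounds plus 3 SD, cut at about 18% in these data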;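 further: higher means more holoenzyme dissociation and a rise in polarization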
Target sequence (P31323 whole entry, looked up, other chains not shown, the tested form may be a part): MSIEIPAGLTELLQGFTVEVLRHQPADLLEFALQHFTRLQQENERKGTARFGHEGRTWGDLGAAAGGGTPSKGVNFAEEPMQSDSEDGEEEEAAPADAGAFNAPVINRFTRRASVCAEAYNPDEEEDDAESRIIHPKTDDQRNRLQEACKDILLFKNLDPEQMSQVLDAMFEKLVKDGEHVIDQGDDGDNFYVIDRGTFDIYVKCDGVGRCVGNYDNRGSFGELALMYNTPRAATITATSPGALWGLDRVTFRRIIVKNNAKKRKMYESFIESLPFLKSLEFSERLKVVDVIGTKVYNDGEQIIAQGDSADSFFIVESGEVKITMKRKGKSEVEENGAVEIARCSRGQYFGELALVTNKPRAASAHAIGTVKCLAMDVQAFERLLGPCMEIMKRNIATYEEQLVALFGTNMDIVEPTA
HTR5A ag ctr: HTR5A agonists in luminescence cell assay, primary screen, counter-screen for OPRM1-OPRD1 heterodimer agonist project, full-deck HTS; cell-based; activation, % at 9.3 µM; 340,000 compounds, 0.61% hits; in the data active means activation mostly above about 9.5%, no sharp cut-off; inactive means mostly below about 7.6%;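 further: 0% = cells with vehicle only and 100% = reference agonist; strong numbers were not always called active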
* marks the source's active call; other numbers are inactive results; . = no result given.

structure,phage Ecoli inh,CDK5 inh,PKA-R1A act,E coli growth,AddAB inh,HTR5A inv ctr,DAGLB inhibitor,Tat transport,Mot1-301 SUMO,PKA-R2B activ,HTR5A ag ctr
Cc1ccc(NC(=S)N2CCN(S(=O)(=O)c3c(F)cccc3F)CC2)cc1C,0.9,-5.9,-2.0,0.0,4.1,-14.7,-6.5,-5.8,47.6,1.2,1.3
Cn1c(SCC(=O)N2CCc3ccccc3C2)nnc1-c1cccs1,0.7,-10.2,-2.0,0.8,4.6,2.7,0.3,20.1,70.4,-1.2,-1.0
Cc1ccc(C(=O)N/C(=C\c2ccco2)C(=O)NCc2cccnc2)cc1,3.5,.,-1.2,1.1,2.4,20.0,0.3,-3.3,-6.7,3.5,3.2
Cc1ccc(CNC(=O)c2ccc(NC(=O)CCS(=O)(=O)c3cccs3)cc2)cc1,3.7,-0.1,-3.0,-1.5,-0.1,-1.9,-2.9,-0.5,-2.1,-7.2,-0.8
CCn1cc(C(=O)N[C@@H](CCSC)C(=O)NCCCOC)c(=O)c2cc3c(cc21)OCO3,-1.8,-0.4,-3.4,-1.0,0.2,5.8,-0.4,0.1,212.1,0.0,-1.6
COc1cc(CN2CCCC(C(=O)N3CCc4ccccc4C3)C2)cc(OC)c1OC (stereo unspecified),0.2,1.5,-10.6,-3.0,2.9,-11.1,1.4,1.7,-5.5,-9.6,5.7
COc1cccc(C2NC(=O)CCC2[N+](=O)[O-])c1OC (stereo unspecified),-2.4,-0.4,-5.4,-2.6,-1.5,13.4,-0.8,6.9,-9.6,3.2,-3.4
CC1CCCC(C)N1CCCNC(=O)CN1C(=O)COc2ccc(S(=O)(=O)N3CCOCC3)cc21 (stereo unspecified),1.0,1.9,-20.5,-1.8,2.7,4.3,-1.1,2.9,-3.5,0.6,0.1
Cc1ccc(C=Nc2cccnc2N)cc1,.,-0.8,12.6,-3.7,-0.2,-18.4,-4.0,3.4,6.4,5.8,7.7
O=S(=O)(c1ccc(F)cc1)N1CCCC(CO)C1 (stereo unspecified),0.4,0.8,3.1,-0.9,-0.9,-3.7,1.2,5.2,-23.0,13.7,1.5
O=C1c2ccccc2-c2cccnc21,0.7,0.5,-3.5,0.7,5.7,5.7,0.0,-7.5,11.3,-5.0,-1.5
Cc1cc2c(sc3ccccc32)c(C)n1,3.8,-5.6,-2.1,0.7,1.7,-10.9,-5.1,7.9,-6.0,1.9,0.2
COc1nc(C)c2cc(C)oc2n1,2.1,-1.2,-3.9,2.1,2.3,-2.7,1.5,-2.9,-16.9,-8.7,-0.5
CCOc1ccc(S(=O)(=O)N2CCC(C(=O)N3CCOCC3)CC2)cc1C,4.2,-2.2,-8.2,0.9,3.3,4.9,1.0,-5.2,-2.0,-1.9,-1.8
Cc1ccc(-c2nc(Nc3ccc(N4CCOCC4)cc3)c3ccccc3n2)cc1,2.5,0.2,.,-1.3,2.5,.,.,-4.7,63.0,.,.
CCn1nc(C(=O)OCC(=O)c2ccc3c(c2)OCCO3)c2ccccc2c1=O,1.1,-0.2,2.6,-3.3,0.4,-7.9,-3.7,0.2,216.6,-6.7,1.9
CN(C[C@H](Cc1ccccc1)N(C[C@@H](CC1CCCCC1)N(CCc1ccccc1)N=O)N=O)N=O,3.0,1.2,-1.0,0.3,1.4,5.1,-3.0,7.6,-0.2,-12.0,1.4
CC(=O)CC(C)=NCCN=C(C)CC(C)=O,1.9,0.0,-2.7,-3.1,-1.4,6.2,0.2,0.7,-10.3,-9.6,0.6
COc1ccc([C@H]2CC(=O)C=C(c3ccc(F)cc3OCc3ccccc3)C2)cc1OC,0.2,1.2,9.5,-1.1,-2.5,-0.2,-7.4,-4.2,1.9,-4.3,9.3
CCCC(=O)Nc1ccc2oc(-c3ccncc3)nc2c1,3.1,0.5,1.1,3.1,3.8,-1.3,1.1,-4.3,5.0,11.4,0.5
O=C(O)/C=C/C(=O)NNC(=O)c1ccc(Cl)cc1Cl,3.3,-0.7,1.8,1.2,2.8,-3.9,2.1,-5.9,6.9,-2.2,1.5
O=C(N/N=C/C=C\c1cccc([N+](=O)[O-])c1)c1ccccn1,0.6,-0.8,-0.7,-2.7,3.4,3.6,-1.4,-1.1,-20.2,11.9,-1.4
CCOC(=O)C1=C(CC)OC(N)=C(C#N)C1c1ccc(NC(C)=O)cc1 (stereo unspecified),-0.7,0.9,-2.5,2.4,2.8,-12.5,-0.8,-2.2,118.8,-2.4,-3.8
Cc1ccc(NC(=S)NCCCN2CCOCC2)cc1,3.2,0.5,8.3,1.6,3.5,3.5,-0.1,-1.8,6.5,-1.8,0.0
O=C(NCc1ccccc1Cl)c1ccc2c(=O)n(CCCN3CCCC3=O)c(=S)[nH]c2c1,1.5,8.8,-8.3,-2.5,0.3,-1.1,-2.8,6.9,-1.0,0.0,0.5
CC(C)C(C(=O)Nc1ccc2c(c1)OCCOCCOCCOCCO2)N1C(=O)c2ccccc2C1=O (stereo unspecified),5.2,1.3,-6.2,-2.4,1.3,3.5,-2.0,9.5,4.1,-5.6,-1.2
CC(C)C(=O)OCCN=C1NS(=O)(=O)c2ccccc21,4.2,0.2,4.2,-1.4,4.2,7.5,1.0,-8.8,-10.2,8.2,6.8
Cc1cccn2c(Nc3ccccc3)c(-c3ccccn3)nc12,-0.9,-1.0,-7.4,-2.3,-0.2,-6.2,-0.2,-5.3,-2.0,-11.4,6.0
CC(=O)N1c2ccc(S(=O)(=O)NCCC(=O)Nc3ccc(F)cc3)cc2CC1C (stereo unspecified),-0.4,0.3,1.4,0.1,2.4,-25.3,1.4,-1.9,7.6,6.8,1.8
COc1cc(/C=C(/NC(=O)c2ccccc2)C(=O)Nc2ccc(O)cc2)c([N+](=O)[O-])cc1OC,1.7,.,1.7,-0.1,0.3,-1.1,-1.6,-7.1,14.0,-0.5,-1.8
COCCNC(=O)C(=O)Nc1ccc(Cl)cc1C,7.0,-1.1,-4.8,-0.4,0.8,24.4,-2.0,2.3,.,-7.8,0.8
CCOC(=O)/C(C#N)=C/Nc1ccsc1C(C)=O,-0.1,0.4,0.0,-2.7,2.7,-13.4,0.7,-5.1,10.3,-5.4,5.8
COc1cccc(CN(C)C(=O)c2cccc(S(=O)(=O)Nc3cccc(C)c3)c2)c1OC,-0.5,0.8,-2.1,.,.,-49.3,-0.2,6.7,.,-8.0,1.4
COc1ccc(OCC(=O)N2CCOCC2)cc1,-1.0,8.6,5.1,-0.2,1.4,-2.8,3.8,1.8,-1.9,-2.7,1.1
Cc1cc(OCC(O)CN(CCO)CCO)ccc1Cl (stereo unspecified),2.1,-0.4,-2.2,0.5,3.9,-10.7,-2.8,4.6,-4.0,-11.2,-0.5
CCNc1nc(OC)nc(N(OC)S(=O)(=O)c2ccc(C)cc2)n1,1.2,-1.8,-4.0,2.2,1.1,-2.6,-1.3,-11.4,-3.5,-7.2,0.8
O=C(N=C1SC2CS(=O)(=O)CC2N1c1cc(Cl)ccc1Cl)C1CC1 (stereo unspecified),2.3,-0.3,-2.6,1.4,1.1,21.2,1.9,-5.0,82.6,-9.9,0.8
CCOC(=O)CSc1ccc(C(=O)Nc2ccc(OC)cc2)cn1,4.6,3.7,-3.1,-1.1,1.8,-10.5,-0.9,-6.4,296.9,-2.5,0.9
CCN(c1cccc(C)c1)C(C(=O)Nc1ccc(OC)cc1)c1cc2c(cc1[N+](=O)[O-])OCO2 (stereo unspecified),4.3,2.7,-6.3,-1.4,1.2,14.4,-3.6,7.9,-18.0,-5.2,-0.9
CCCn1c(CN2CCN(C(=O)OCC)CC2)nc2c1c(=O)n(C)c(=O)n2C,1.2,0.6,1.6,-2.5,-3.9,-29.1,-1.1,-5.3,-1.3,5.4,1.4

Single records, as listed above:
COc1nc(C)c2cc(C)oc2n1 is listed as phage Ecoli inh: 2.1; CDK5 inh: -1.2; PKA-R1A act: -3.9; E coli growth: 2.1; AddAB inh: 2.3; HTR5A inv ctr: -2.7; DAGLB inhibitor: 1.5; Tat transport: -2.9; Mot1-301 SUMO: -16.9; PKA-R2B activ: -8.7; HTR5A ag ctr: -0.5
O=C(NCc1ccccc1Cl)c1ccc2c(=O)n(CCCN3CCCC3=O)c(=S)[nH]c2c1 is listed as phage Ecoli inh: 1.5; CDK5 inh: 8.8; PKA-R1A act: -8.3; E coli growth: -2.5; AddAB inh: 0.3; HTR5A inv ctr: -1.1; DAGLB inhibitor: -2.8; Tat transport: 6.9; Mot1-301 SUMO: -1.0; PKA-R2B activ: 0.0; HTR5A ag ctr: 0.5

Next section:
structure,phage Ecoli inh,CDK5 inh,PKA-R1A act,E coli growth,AddAB inh,HTR5A inv ctr,DAGLB inhibitor,Tat transport,Mot1-301 SUMO,PKA-R2B activ,HTR5A ag ctr
Cc1ccc(NC(=O)Nc2ccccc2F)cc1S(=O)(=O)N1CCOCC1,1.5,-7.7,-9.7,0.2,-1.2,-13.7,1.1,23.8,5.3,-10.7,-0.7
Cc1ccc2c(c1)nnn2C1CCN(S(=O)(=O)c2ccc(C(=O)N3CC(C)CC(C)C3)cc2)CC1 (stereo unspecified),4.7,-0.4,-1.8,-0.6,4.3,13.3,0.4,8.0,-10.0,6.5,-5.1
O=C(Nc1ccc(C(=O)O)cc1)Nc1cccc([N+](=O)[O-])c1,4.2,0.6,2.0,-2.3,-1.0,-30.4,1.4,-1.6,-0.6,-1.4,-2.2
Cc1ccc2occ(/C=C/C(=O)c3ccccc3O)c(=O)c2c1,-0.3,0.7,3.1,0.6,1.5,10.6,-2.6,11.6,-7.6,-5.1,0.4
CCc1nn2c(=O)cc(CSc3nc(C)cc(=O)[nH]3)nc2s1,2.2,-0.5,-15.6,0.3,-0.9,-0.7,-2.3,13.3,5.0,-4.6,0.2
N#CC1(NC(=O)CSc2ccccn2)CCCCC1,4.5,0.7,-12.9,-1.1,1.8,-11.5,1.6,-8.3,-12.8,-6.0,-8.2
CCOc1ccc(NC(=O)CSc2nc3ccsc3c(=O)n2CCC(=O)O)cc1,1.5,0.8,0.3,-2.5,1.2,12.4,2.5,2.2,-5.5,-4.3,-4.7
Cc1cc(C(F)(F)F)c(C#N)c(N2CCOCC2)n1,2.4,-1.1,4.9,-4.0,3.5,24.1,-0.5,4.4,-19.2,-8.8,1.3
CC(C)c1cc(C(=O)O)n(-c2ccccc2)n1,3.6,-0.9,7.4,-0.1,-0.1,-15.7,-1.5,0.6,8.1,0.0,-2.7
O=C(c1ccccc1F)N1CCN=C1SCc1cccnc1,2.1,0.4,2.3,-2.5,2.0,11.5,-0.2,-1.8,569.3*,2.9,-3.9
CCN(CC)CCC(c1ccc(OC)cc1)c1c(O)cc(OC)cc1OC (stereo unspecified),3.0,-0.3,-1.4,1.4,2.4,20.2,-2.5,-0.1,4.8,-14.1,-3.7
